4-MU autofl: 4-MU region autofluorescence; max dye-equivalent concentration, M; compound autofluorescence, 340/450 nm, 4-MU equivalents; hits give high values; 11% of 59,000 active; AID 589; in the data active = max dye-equivalent concentration above about 10 nM; inconclusive = mostly about 1.1 nM to 9.6 nM
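Compounds in 100 mM Tris, pH 8.0, sat 15 min at room temperature before fluorescence was read at 340 nm excitation/450 nm emission; a per-plate six-point 4-MU standard curve converted signals to dye-equivalent concentration at each compound concentration.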
BRCT PPI green: BRCA1 BRCT-phosphoprotein interaction inhibition. BRCA1 BRCT-phosphopeptide binding, green fluorescence polarization. Potency, µM (highest dose often 76.9 µM), for inactives: at the top dose activity change, negative = inhibition, most hits filed as inhibitors. 0.05% of 75,000 active. AID 875;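 note: potency is the fitted concentration of half-maximal effect; plate controls were peptide without protein for full effect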
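Compounds were incubated for 12 min at room temperature with a complex of 100 nM fluorescein-tagged pBACH1 decapeptide and 250 nM His-tagged BRCT protein. Buffer was phosphate pH 7.3 with EDTA, DTT and Tween 20. Disruption of binding lowers the polarization signal.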
Caspase-1 inhib: caspase-1 (human) inhibition, allosteric or competitive | 0.03% of 75,000 active | Caspase-1 enzyme, Ac-WEHD-AFC fluorogenic rate | AID 900 | Potency, µM (titrated, usually from 57.5 µM), for inactives: top-dose activity change, negative = inhibition, actives largely listed as inhibitors;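 note: potency is the fitted concentration of half-maximal effect; plate controls were vehicle for no effect and no substrate for full effect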
Fluorescein fluor: fluorescein region autofluorescence; Compound autofluorescence, 480/540 nm, fluorescein-equivalent; hits give high values; max fluorescein-equivalent concentration, M; 0.91% of 59,000 active; AID 593; in the data active = max fluorescein-equivalent concentration above about 10 nM; inconclusive = between about 1.1 nM and that limit
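Library compounds, added at multiple concentrations to pH 8.0 Tris buffer (100 mM), incubate 15 min at room temperature before CCD imaging at 480 nm excitation and 540 nm emission.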
Casp7 inh: blocks human caspase-7 allosterically or competitively. recombinant caspase-7, Ac-DEVD-AFC fluorescence rate. 0.02% of 75,000 active. Potency, µM (doses to about 57.5 µM), inactives show top-dose activity change, negative = inhibition, usual class: inhibitors. P55210; active = well fitted inhibition curve with a large enough effect in the main read-out, with a control signal flat, not every such curve was filed as active; inconclusive = small, poorly fitted or top-dose-only effect, or a change in a side signal; note: potency is the fitted concentration of half-maximal effect; % of control where 0% means no effect
USP2a inh: inhibitors of human ubiquitin-specific protease USP2a; O75604; Potency, µM (top dose mostly 38.3 µM), for inactives: at the top dose activity change, negative = inhibition, usual class: inhibitors; USP2a enzymatic assay, qHTS inhibition; 0.1% of 60,000 active; AID 927;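 note: potency is the fitted concentration of half-maximal effect; nearly all actives have a fitted effect of over 60% in size; plate controls were DMSO for no effect and NEM full inhibition control for full effect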
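USP2 core (20nM final) preincubated 30 min RT with compound, then Ub-PLA2 20nM and NBD C6-HPC 20uM final added; buffer 20mM Tris-HCl pH 8.0, 2mM CaCl2. Fluorescence Ex 460/Em 535 read at 0 and 2.5 h; normalized to NEM.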
Texas Red fluor: Texas Red region autofluorescence; max dye-equivalent concentration, M; Compound fluorescence, Texas Red channel, 547/618 nm; hits give high values; AID 587; 0.06% of 59,000 active; in the data active = max dye-equivalent concentration above about 10 nM; inconclusive = between about 1.1 nM and that limit
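Fluorescence at ex 547/em 618 nm, normalized against an on-plate Texas Red standard series to give dye-equivalent concentration per compound concentration. Buffer 100 mM Tris, pH 8.0; 15 min RT incubation before CCD imaging.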
BRCT PPI red: disrupts BRCA1 BRCT binding to phosphoprotein, red fluorophore readout | BRCT-phosphopeptide binding, red fluorescence polarization | Potency, µM (series often up to 76.9 µM), for the others: at the highest dose activity change, negative = inhibition, hits mostly inhibitors | 0.03% of 75,000 active | P38398; note: % is set by controls: 0 for no effect and ±100 for the full control effect
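Rhodamine-labelled pBACH1 10-mer (100 nM) bound to BRCT domain (100 nM) at pH 7.3; compounds incubated 12 min room temperature, polarization read. Free peptide defines full inhibition; unlabelled decapeptide titrated as control.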
HEK293 cAMP ctrl: raises cAMP in parental HEK293 cells, TSHR agonist counter-screen. Potency, µM (highest dose often 57.1 µM), for the others: at the highest dose activation, actives largely listed as activators. 2.5% of 73,000 active. parental HEK293 CNG cAMP sensor, membrane potential fluorescence; note: potency is the fitted concentration of half-maximal effect; % of control where 0% means no effect; nearly all actives have a fitted effect of over 55% in size
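Parental HEK 293 cells stably expressing a cAMP-gated CNG channel were loaded with membrane potential dye containing 100 uM RO 20-1724 for 60 min. Compound added for 30 min; depolarization read as fluorescence intensity at 590 nm.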
Rhodamine fluor: compound autofluorescence in rhodamine spectral region. Rhodamine-region fluorescence, 547/598 nm, Tris buffer; hits give high values. max dye-equivalent concentration, M. 0.05% of 59,000 active. AID 594; in the data active = max dye-equivalent concentration above about 11 nM; inconclusive = between about 1.1 nM and that limit
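qHTS spectral profiling of compounds without any target or enzyme present, in pH 8.0 Tris buffer; plates were read after a 15-minute room-temperature incubation using the rhodamine-region filter set.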
A350 autofl: compound fluoresces in the Alexa 350 spectral region; Compound autofluorescence, 340/450 nm, Alexa 350 dye-equivalents; hits give high values; max dye-equivalent concentration, M; 11% of 59,000 active; in the data active = max dye-equivalent concentration above about 10 nM; inconclusive = mostly about 1.1 nM to 9.6 nM
* marks the source's active call; other numbers are inactive results; i = inactive; u = inconclusive; x = no result given; [ ] = another dose, or the depositor's remark. Unless noted, calls come from the whole dose curve; as a rule, active = well fitted curve in the direction sought with a large enough effect; inconclusive = small, poorly fitted or top-dose-only effect, or another doubt; inactive = no such curve, though single readings can be large; an effect the other way counts as inactive or inconclusive. Some of the compounds tested; count on the stated rates, not on these rows.

SMILES	4-MU autofl	Caspase-1 inhib	A350 autofl	Casp7 inh	Fluorescein fluor	BRCT PPI green	HEK293 cAMP ctrl	USP2a inh	BRCT PPI red	Texas Red fluor	Rhodamine fluor
COc1ccc(Cn2nnnc2C(C(C)C)N2CCc3ccccc32)cc1 (stereo unspecified)	i	0%	i	-3%	i	-1.1%	u	-10%	-1.9%	i	i
Cc1cccc(NC(=O)CC2CCC2)c1	i	0%	i	0%	i	-3.9%	7%	3%	-2.9%	i	i
O=C(CSc1nc(-c2ccco2)cc(C(F)(F)F)n1)N1CCc2ccccc2C1	i	-3%	i	-7%	i	0.4%	u	6%	0.3%	i	i
O=C(Nc1ccc2c(c1)OCO2)N1CCN(c2ncccn2)CC1	i	-2%	i	0%	i	0.6%	u	-13%	-0.4%	u	i
Fc1ccc(Nc2nc(-c3cccnc3)nc3ccccc23)cc1	u	-1%	u	-1%	i	-2.0%	27%	0%	1.4%	i	i
C=CC1CO1 (stereo unspecified)	x	-2%	x	-1%	x	-0.5%	u	x	0.9%	x	x
Cc1cc2ccccc2c(=O)n1CC(=O)Nc1ccc2c(c1)OCO2	i	-1%	i	2%	i	0.2%	7%	7%	-0.5%	i	i
COc1ccccc1C(=O)NCCNC(=O)c1ccco1	u	0%	u	0%	i	0.4%	1%	0%	-0.7%	i	i
Cc1ccc(CNC(=O)c2cc3c(=O)n4ccccc4nc3n(CC3CCCO3)c2=N)cc1 (stereo unspecified)	2.4e-06M*	x	2.6e-06M*	x	i	x	x	x	x	i	i
CC1CCCCN1C(=O)CSc1nc(C2CC2)nc2c1cnn2-c1ccccc1 (stereo unspecified)	i	0%	u	5%	i	-1.3%	u	-12%	0.5%	i	i
CCOc1ccccc1NS(=O)(=O)c1c(C)noc1C	i	-2%	i	0%	i	-1.6%	7%	6%	1.9%	i	i
O=C(Cc1ccc(S(=O)(=O)N2CCCC2)s1)N1CCOCC1	i	-2%	i	-1%	i	0.8%	7%	4%	-0.1%	i	i
O=C(CSc1nc2ccccc2o1)c1cc2ccccc2oc1=O	u	u	1.1e-08M*	u	i	3.2%	6%	45%[activator]	0.0%	i	i
CC12C(=O)N(CCC(=O)O)C(=O)C1C1C=CC2C1 (stereo unspecified)	i	1%	i	-1%	u	-3.7%	-1%	-7%	-1.3%	i	i
Cc1nn(-c2ccccc2)c2c1C(c1ccc(F)cc1F)C(C#N)=C(N)O2 (stereo unspecified)	i	x	i	x	u	x	x	x	x	i	i
CCCCn1c2c(c(=O)n(C)c1=O)C(CC(=O)OCC(=O)Nc1cccc(C(F)(F)F)c1)C(=O)N2 (stereo unspecified)	i	-5%	i	-4%	u	-2.4%	8%	18%	-1.1%	i	i
C=CCN(C(=O)CCC(=O)Nc1cc(C)on1)C(C(=O)NC1CCCC1)c1cccnc1 (stereo unspecified)	i	2%	i	2%	i	-3.3%	2%	0%	0.0%	i	i
N#CC1=C(N)OC2=C(C(=O)CCC2)C1c1ccsc1 (stereo unspecified)	x	-1%	x	-2%	x	-0.8%	12%	x	-0.3%	x	x
COC(=O)[C@@]1(Cc2ccc(OC)cc2)[C@@H]2C(=CC(=O)[C@H]2CC(=O)C(=O)N2CCCC2)CN1C(=O)c1ccccc1	x	-1%	x	-3%	x	5.2%	4%	x	-4.3%	x	x
Cc1ccc2c(c1)cc(CN(Cc1ccc3c(c1)OCO3)C(=O)c1cnccn1)c1nnnn12	i	1%	i	0%	i	-2.2%	18%	166%[activator]	-0.4%	i	i
CCC(C)NC(=O)C1CCN(c2nc(C)cc(C)n2)CC1 (stereo unspecified)	i	1%	i	-3%	u	-0.3%	5%	-10%	-0.8%	i	i
CCOC(=O)Cc1nnc(NC(=O)C(CC)Sc2nnc3c4ccccc4n(C)c3n2)s1 (stereo unspecified)	i	0%	i	-4%	i	-1.9%	-11%	45%[activator]	-7.1%	i	i
O=C(CSc1nnc(-c2ccco2)n1Cc1ccccc1)c1ccccc1	i	3%	i	-16%	i	2.3%	19%	25%	-2.7%	u	i
CCC(=O)Nc1ccccc1C(=O)N1CCOCC1	i	-1%	i	-3%	i	-3.0%	1%	-9%	1.9%	i	i
O=C(CSc1nnc(-c2ccccc2)o1)Nc1ccccc1F	x	-1%	x	-2%	x	-0.7%	1%	x	1.8%	x	x
O=C(Nc1cccc2ncccc12)c1ccc2c(c1)OCCO2	i	-1%	i	1%	i	-3.5%	19%	-7%	-0.9%	i	i
Cn1c(=O)[nH]c(=O)c2c1nc(NCCCn1ccnc1)n2CCOc1ccccc1	u	-1%	u	-1%	u	0.0%	-4%	7%	-0.2%	i	i
CN(C)c1ccc(CNn2cnnc2SCc2ccc(F)cc2)cc1	i	0%	i	-1%	i	-1.4%	13%	20%	-0.3%	i	i
O=C(O)CCCCCN1C(=O)CCC1=O	i	x	i	x	i	x	x	x	x	i	i
O=C(CN1CC(=O)Oc2ccccc21)OCC(=O)c1ccccc1	i	1%	i	-2%	i	-4.1%	6%	u	-1.3%	i	i
CC(C)C(=O)N1CCc2cc(-c3csc(N)n3)ccc21	i	0%	i	-3%	i	1.0%	-16%	30%[activator]	-1.3%	u	i
O=C1CCc2c(ccc3ccccc23)O1	x	-2%	x	-1%	x	-2.6%	12%	x	-1.1%	x	x
CCCCC(=O)Nc1nnc(C)s1	i	0%	i	-1%	u	-2.5%	-3%	-3%	0.8%	i	i
O=C(O)c1ccc(CNCc2ccccc2)cc1	i	-3%[11.5 µM]	i	0%[11.5 µM]	u	-0.3%[15.4 µM]	0%[11.4 µM]	x	0.3%[15.4 µM]	i	i
CCOC(=O)c1c(Nc2ccccc2N)cc(C)nc1C	i	-1%	i	-1%	i	-2.2%	6%	-1%	-0.5%	i	i
Cc1nnc(NC(=O)CSc2ccccn2)s1	i	1%	i	1%	i	-0.2%	6%	-6%	1.1%	i	i
COc1ccccc1C(c1nnnn1CCc1ccccc1)N1CCN(c2ccccc2)CC1 (stereo unspecified)	i	-1%	i	-2%	u	1.1%	u	5%	-3.1%	i	i
Cn1c(CN2CCOCC2)nc2cc(NC(=O)c3ccc(F)cc3)ccc21	i	-1%	u	-1%	i	-0.2%	2%	6%	0.5%	i	i
CSc1cccc(NC(=O)CSc2nnc(C)s2)c1	i	2%	u	1%	u	0.2%	1%	-13%	1.0%	u	i
COc1ccc(C)cc1NC(=O)C1CCCN(S(=O)(=O)c2cccc3nonc23)C1 (stereo unspecified)	i	-3%	i	6%	u	-1.4%	-16%	28%	-0.4%	i	i

An excerpt taken from the entries so far, as a working copy:
SMILES	4-MU autofl	Caspase-1 inhib	A350 autofl	Casp7 inh	Fluorescein fluor	BRCT PPI green	HEK293 cAMP ctrl	USP2a inh	BRCT PPI red	Texas Red fluor	Rhodamine fluor
COc1ccc(Cn2nnnc2C(C(C)C)N2CCc3ccccc32)cc1 (stereo unspecified)	i	0%	i	-3%	i	-1.1%	u	-10%	-1.9%	i	i
Cc1cccc(NC(=O)CC2CCC2)c1	i	0%	i	0%	i	-3.9%	7%	3%	-2.9%	i	i

(further entries)
SMILES	4-MU autofl	Caspase-1 inhib	A350 autofl	Casp7 inh	Fluorescein fluor	BRCT PPI green	HEK293 cAMP ctrl	USP2a inh	BRCT PPI red	Texas Red fluor	Rhodamine fluor
Cn1c(SCC(=O)Nc2ccc(N3CCOCC3)cc2)nnc1-c1ccccc1	i	-1%	i	-1%	i	0.4%	-6%	6%	2.0%	i	i
Cc1onc(-c2c(F)cccc2Cl)c1C(=O)NCc1cccs1	i	0%	i	-7%	u	-0.3%	-3%	3%	0.4%	u	i
O=S(=O)(NC1CCCCC1NS(=O)(=O)c1ccc(F)cc1)c1ccc(F)cc1 (stereo unspecified)	i	0%	i	0%	u	0.0%	7%	12%	1.1%	i	i
CN(Cc1ccco1)c1ncncc1-c1cccc(NS(C)(=O)=O)c1	i	-2%	i	-2%	u	1.8%	u	9%	0.0%	i	i
COCCN1C(=O)c2oc3cc(C)c(C)cc3c(=O)c2C1c1cccc(O)c1 (stereo unspecified)	i	-3%	i	-1%	i	-1.6%	-5%	33%[activator]	0.2%	i	i
CCOC(=O)CSC1=C(C#N)C(c2ccc(OC)cc2)C2=C(CC(C)(C)CC2=O)N1 (stereo unspecified)	1.2e-08M*	x	1.5e-08M*	x	u	x	x	x	x	i	i
Cc1cc(NC(=O)CSc2ccc(-c3nc4cc(C)c(C)cc4[nH]3)cn2)no1	8e-08M*	0%	8e-08M*	-1%	i	1.4%	9%	17%	1.3%	u	i
CCS(=O)(=O)c1ccc(NC(=O)c2ccccc2Cl)c(O)c1	i	-1%	i	0%	i	-2.5%	17%	9%	1.0%	u	i
Cc1cnc(CNc2ncncc2-c2c(C)noc2C)cn1	i	-3%	i	-4%	i	-5.0%	11%	-15%	0.6%	i	i

Arranged by formula weight (rising): some entries from above
SMILES	4-MU autofl	Caspase-1 inhib	A350 autofl	Casp7 inh	Fluorescein fluor	BRCT PPI green	HEK293 cAMP ctrl	USP2a inh	BRCT PPI red	Texas Red fluor	Rhodamine fluor
CCCCC(=O)Nc1nnc(C)s1	i	0%	i	-1%	u	-2.5%	-3%	-3%	0.8%	i	i
N#CC1=C(N)OC2=C(C(=O)CCC2)C1c1ccsc1 (stereo unspecified)	x	-1%	x	-2%	x	-0.8%	12%	x	-0.3%	x	x
COc1ccc(Cn2nnnc2C(C(C)C)N2CCc3ccccc32)cc1 (stereo unspecified)	i	0%	i	-3%	i	-1.1%	u	-10%	-1.9%	i	i
